Assay outcomes deposited in PubChem by several laboratories.
PME-1 inh – blocks human protein phosphatase methylesterase 1. recombinant PME-1, FP-Rh probe fluorescence polarization. inhibition, % at 5.9 µM. 320,000 tested, 0.53% active. AID 2130;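 active = inhibition above the campaign mean of all compounds plus 3 SD, cut at about 26% in these data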;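 also: competitive labeling of PME-1 active site by serine hydrolase directed probe; 0% = PME-1 with DMSO and 100% = wells lacking PME-1 enzyme; inhibitors block probe labeling so polarization falls and inhibition rises; many of its hits are not listed in these tables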
Fam108B inh – counter-screen for RBBP9 inhibitors: inhibitors of mouse Fam108B | recombinant Fam108B, FP-Rh probe fluorescence polarization | inhibition, % at 9.51 µM | 300,000 tested, 0.33% active;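 active = inhibition above the screen mean inhibition plus 3 SD, computed separately per campaign, cut at about 18% in these data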;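 also: inhibitors lower polarization as less probe binds the enzyme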
MCL1-BIM inh – MCL1-BIM-BH3 interaction inhibition (human) | GST-MCL1 / FITC-Bim-BH3 fluorescence polarization | inhibition, % at 10.9 µM | 320,000 tested, 0.68% active | AID 2057;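 active = inhibition above the mean inhibition of all tested compounds plus 3 SD, set per campaign, cut at about 40% in these data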;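 also: 0% = DMSO wells and 100% = unlabeled Bim-BH3 peptide control; higher means more loss of mP so more displacement of Bim peptide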
GLD-1 TGE inh – GLD-1-TGE RNA interaction inhibition (C. elegans). purified GLD-1 + fluorescein TGE RNA, fluorescence polarization. inhibition, % at 5.96 µM. 320,000 tested, 0.44% active. AID 2280;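 active = percent inhibition above a per-plate cutoff, the plate mean of test compounds plus 3 SD, cut at about 30% in these data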;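 also: 0% = DMSO wells with GLD-1 and probe and 100% = wells lacking GLD-1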
GRK2 aptamer HTS – blocks RNA aptamer binding to human GRK2; inhibition of aptamer binding, % at 10 µM; bead flow cytometry, FAM-aptamer displacement from GRK2; 330,000 tested, 0.59% active; P25098;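 active = inhibition of aptamer binding above 40%, roughly 3 SD of noise, on plates passing a quality check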;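 also: median bead fluorescence of bound FAM aptamer so fluorescent compounds give negative values; no value below 0 was filed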
MEX-5 binding – C. elegans MEX-5 TCR-2 RNA binding activity; Q9XUB2; MEX-5/FITC-TCR2 RNA binding, fluorescence polarization; active compounds read low; activity score (negative = inhibition of binding), % at 10 µM; 300,000 tested, 0.38% active; AID 1832;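 active = inhibition past about -25% in most replicates, and total fluorescence under double the plate's negative control median, limit read from the data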;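 also: 0% = DMSO and -100% = 5 µM competing unlabeled TCR2 RNA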
Efflux pump mplx – antifungal efflux pump inhibition, Nile Red retention; 330,000 tested, 0.44% active; inhibition, % at 10 µM; S. cerevisiae Candida pump triplex;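 active = plate passing quality check with inhibition over a set limit, or well fluorescence over plate mean plus 4 SD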;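 also: Nile Red retained in pooled yeast measured as flow cytometry median fluorescence; 0% = buffer negative control and 100% = Enniatin B positive control; higher means more Nile Red kept so more efflux inhibition; some compounds called inactive have numbers as strong as hits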
BCLXL inh – Bcl-xL (human) inhibition | Q07817 | GST-Bcl-xL / FITC-Bim BH3 peptide fluorescence polarization | inhibition, % at 10.9 µM | 320,000 tested, 0.7% active | AID 2129;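 active = inhibition above the mean of all tested compounds plus 3 SD, cutoff set per campaign, cut at about 30% in these data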;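 also: 0% = DMSO wells and 100% = unlabeled Bim-BH3 peptide competitor; inhibitors lower millipolarization by displacing the labeled peptide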
VLA-4 inh – inhibition in a human VLA-4 binding assay | P13612 | 330,000 tested, 0.2% active | VLA-4 expressing cells, ligand binding flow cytometry | inhibition, % (about 7 µM as worked out from the volumes in the protocol) | AID 2557; in the data active = inhibition above about 50%
Target sequence (P13612 whole entry, looked up): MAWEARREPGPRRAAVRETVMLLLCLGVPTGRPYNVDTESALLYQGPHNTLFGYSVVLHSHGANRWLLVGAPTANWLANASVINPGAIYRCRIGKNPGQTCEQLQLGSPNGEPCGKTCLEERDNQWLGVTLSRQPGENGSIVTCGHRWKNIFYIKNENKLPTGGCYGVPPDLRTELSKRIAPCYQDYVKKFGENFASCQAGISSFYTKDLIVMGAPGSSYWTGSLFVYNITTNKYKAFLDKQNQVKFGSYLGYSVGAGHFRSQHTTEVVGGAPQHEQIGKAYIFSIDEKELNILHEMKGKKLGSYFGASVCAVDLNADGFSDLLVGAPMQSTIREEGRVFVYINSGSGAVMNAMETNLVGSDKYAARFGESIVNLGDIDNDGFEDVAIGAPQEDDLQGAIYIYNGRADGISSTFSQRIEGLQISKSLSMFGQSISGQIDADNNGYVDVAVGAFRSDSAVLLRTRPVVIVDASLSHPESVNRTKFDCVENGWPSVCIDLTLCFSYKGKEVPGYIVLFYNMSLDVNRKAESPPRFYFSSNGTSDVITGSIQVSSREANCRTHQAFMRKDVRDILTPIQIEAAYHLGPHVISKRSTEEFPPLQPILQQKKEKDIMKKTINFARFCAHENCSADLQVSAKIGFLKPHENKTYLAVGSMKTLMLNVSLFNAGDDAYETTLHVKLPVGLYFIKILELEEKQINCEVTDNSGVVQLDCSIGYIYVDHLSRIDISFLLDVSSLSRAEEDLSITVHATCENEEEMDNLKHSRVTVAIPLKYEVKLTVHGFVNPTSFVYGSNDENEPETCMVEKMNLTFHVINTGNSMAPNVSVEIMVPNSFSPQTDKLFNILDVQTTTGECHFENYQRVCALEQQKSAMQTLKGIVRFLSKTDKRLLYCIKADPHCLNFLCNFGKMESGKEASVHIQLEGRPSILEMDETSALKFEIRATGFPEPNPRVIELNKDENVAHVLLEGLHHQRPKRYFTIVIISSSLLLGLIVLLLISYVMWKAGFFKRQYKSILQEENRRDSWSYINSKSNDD
* hit, by the source's call; nt = not tested or not shown.

SMILES	PME-1 inh	Fam108B inh	MCL1-BIM inh	GLD-1 TGE inh	GRK2 aptamer HTS	MEX-5 binding	Efflux pump mplx	BCLXL inh	VLA-4 inh
O=C(NCc1ccccc1)c1n[nH]nc1-c1ccccc1O	0	0	5	13	0	-2.1	-0.1	6	8
O=C(COC(=O)c1nc(Cl)ccc1Cl)c1ccc[nH]1	4	3	6	-3	0	0.5	0.0	5	6
O=C(Nc1nnc(S(=O)(=O)N2CCOCC2)s1)c1ccccc1Br	7	4	15	0	0	0.5	-0.1	9	0
CCCC12CN3CC(C)(CN(C1)C3c1ccc3c(c1)OCO3)C2=O (stereo not given)	-1	-1	-3	-3	2	0.1	-0.1	0	-2
COC(=O)C1=C(C)NC(C)=C(C(=O)OC)C1C(=O)OC1CCCCC1=O (stereo not given)	-7	2	7	7	1	-1.6	-0.1	11	-14
COC1=C(Nc2ccccc2)C(=O)c2ccccc2C1=O	16	6	2	-3	3	-3.8	0.1	2	10
O=[N+]([O-])c1ccccc1-c1cc(-c2ccccc2O)n[nH]1	0	1	-1	9	2	0.5	-0.2	7	24
O=c1cc(-c2ccccc2)nc2nc(COc3ccccc3)[nH]n12	-3	-6	13	-2	2	1.5	-0.2	3	22
C=CCN1C(=O)C(CC(=O)Nc2ccccc2F)S/C1=N\c1nccs1 (stereo not given)	5	-3	9	-2	0	-1.6	0.1	3	0
CCCCOCCCNC(=O)N[C@@H](CC(C)C)C(=O)O	-4	0	-6	1	0	1.5	0.1	-1	0
CCOC(=O)CC(=O)CSc1nc(C)cc(C)c1C#N	2	-2	9	13	0	0.1	0.0	13	11
O=C(Nc1ccc2nc(-c3ccc(Br)o3)[nH]c2c1)c1cccs1	6	11	5	-4	0	nt	-0.2	5	7
COc1cccc(CN2CCCN(S(=O)(=O)c3ccc(Br)cc3)CC2)c1	9	0	1	-3	0	-0.6	0.1	5	-7
Cn1nnnc1SCC(=O)Nc1nn(-c2ccccc2)nc1C(N)=O	2	1	-5	-2	0	-1.3	-0.1	1	-3
Cc1c(-n2c(SC(C)C(=O)NC(N)=O)nc3ccccc3c2=O)c(=O)n(-c2ccccc2)n1C (stereo not given)	-1	0	0	9	1	1.7	0.0	5	-4
CCn1c(CSc2nc3ccccc3s2)nnc1SCC(=O)NCC(=O)OC	-2	-2	-5	-19	0	-1.0	0.1	-14	18
COc1ccc(/C=C/C(=O)OCC(=O)Nc2cccc(C(C)=O)c2)cc1	4	4	5	-3	0	-0.5	0.0	-3	16
Cc1ccc(-n2c(N)c(C(N)=O)sc2=S)cc1	1	3	7	-2	0	2.2	0.0	7	9
CCNc1nc2nc3ccc(C)cn3c(=O)c2cc1C(=O)NCC1CCCO1 (stereo not given)	-2	1	2	9	3	-0.8	-0.1	7	-11
CC(=O)c1ccc(Nc2nc(-c3cccnc3)cs2)cc1	nt	nt	nt	nt	2	1.8	-0.1	nt	4
COc1ccc(C(=O)NCc2nnc(SCC(=O)NCc3ccco3)o2)cc1OC	9	-2	-10	-2	0	1.6	0.0	-10	-4
CC1CCN(C(=O)CCC(=O)Nc2nnc(C(F)(F)F)s2)CC1	-1	0	1	-1	1	1.8	0.1	0	33
COc1ccc(CNCCC(c2ccccc2)c2ccc3c(c2)OCO3)cc1 (stereo not given)	2	-1	5	-4	0	-1.3	0.0	6	14
Cc1ccc(S(=O)(=O)Nc2cc(C(F)(F)F)ccc2N2CCOCC2)cc1	4	2	11	5	0	-0.4	-0.1	4	1
CCN(CC)C(=O)Oc1ccc(OC(=O)N(CC)CC)cc1	2	3	-2	-3	0	0.1	0.1	-3	4

Four of the entries above in order of their number in Efflux pump mplx, descending:
structure,Efflux pump mplx
COc1cccc(CN2CCCN(S(=O)(=O)c3ccc(Br)cc3)CC2)c1,0.1
COc1ccc(CNCCC(c2ccccc2)c2ccc3c(c2)OCO3)cc1 (stereo not given),0.0
Cn1nnnc1SCC(=O)Nc1nn(-c2ccccc2)nc1C(N)=O,-0.1
O=C(Nc1ccc2nc(-c3ccc(Br)o3)[nH]c2c1)c1cccs1,-0.2

Remaining list, next part:
SMILES	PME-1 inh	Fam108B inh	MCL1-BIM inh	GLD-1 TGE inh	GRK2 aptamer HTS	MEX-5 binding	Efflux pump mplx	BCLXL inh	VLA-4 inh
Cc1ccc(-n2ncc3c(=O)n(CC(=O)NCC4CCCO4)cnc32)cc1 (stereo not given)	3	3	0	6	0	nt	-0.2	4	3
C#CCn1c(O)c(N=NC(=O)CNC(=O)c2cccnc2)c2ccccc21	5	-1	11	5	0	-2.6	-0.1	6	7
CCN(CC)S(=O)(=O)c1ccc(NN)nc1	-2	-2	3	3	0	-0.2	0.4	-1	10
Cc1cc(C)c(S(=O)(=O)c2ccccc2)c(OC(=O)c2c(Cl)cc(Cl)cc2Cl)n1	1	-5	-1	5	1	-3.6	0.0	3	-6
CNCc1ccccc1OCc1ccccc1F	-15	-10	-27	-4	0	-0.3	0.2	-12	45
CCOC(=O)N1CCC(N2C(=O)c3cc(C(=O)NC4CCCCC4)ccc3C2O)CC1 (stereo not given)	-8	-4	11	2	0	-0.6	-0.1	5	-11
CCN(CC)C(=O)C1CCCN(Cc2ccc(OC)c(C)c2C)C1 (stereo not given)	-4	-2	-8	-5	1	-2.2	0.0	-3	-3
CN(Cc1nc(-c2ccncc2)no1)S(=O)(=O)c1ccc(Br)cc1	9	-2	0	0	1	1.6	-0.1	5	-9
COc1ccc(C2CC(c3ccccc3)=NN2C(=O)CCC(=O)O)cc1 (stereo not given)	0	6	-3	-5	1	1.0	0.1	3	5
CCOc1ccc(/C=C/C(=O)Nc2cccc(C(C)=O)c2)cc1	-64	-7	0	-3	2	2.0	1.2	-1	14
CCC(=O)Nc1nnc(SCC(=O)NCC2CCCO2)s1 (stereo not given)	-5	1	1	-1	1	-0.3	0.3	-1	-23
CCC(=O)OCC(=O)Nc1ccc(OC)cc1[N+](=O)[O-]	-2	4	1	-1	4	0.3	0.0	7	12
Cc1cc(O)c(C(=O)c2ccccc2C(=O)O)cc1C	4	-1	-1	0	4	-0.5	-0.1	5	-10
COc1cccc(C2(O)CCN(C(=O)C(C)C)CC2)c1	4	2	-2	4	55*	1.5	-0.1	1	5
CCC(=O)C1CCCN(C(=O)CCc2nnc(C3(c4ccc(Cl)cc4)CCC3)o2)C1 (stereo not given)	-4	-1	10	0	0	1.0	0.0	3	-3
Cc1c(C(=O)N2CCN(c3ccc(F)cc3)CC2)sc2ncnc(N3CCN(c4ccccn4)CC3)c12	6	-2	8	0	3	0.5	0.1	4	6
CCSc1nnc2nc(C)cc(C)n12	1	0	1	3	5	-0.8	0.0	4	11
Cc1ccc(O)c(-c2cc(-c3ccccc3[N+](=O)[O-])[nH]n2)c1	5	6	-1	2	0	4.1	0.0	9	-9
Brc1cccc(OCCCNC2CCCC2)c1	1	-3	-3	-8	1	-0.1	0.0	-11	10
COc1cc(OC)c(C2=NOC(C(=O)Nc3c(C)nn(CC(=O)N4CCCC4)c3C)C2)cc1Cl (stereo not given)	5	4	8	5	0	3.1	0.0	11	13
Cc1cccc(N2CCN(CC(=O)N(C3CCCC3)C3CCS(=O)(=O)C3)CC2)c1C (stereo not given)	-2	nt	-6	7	4	nt	0.2	0	12
O=C(CNC(=O)c1ccccc1Br)N/N=C/c1cccs1	0	2	-2	-2	1	-1.5	-0.2	3	-3
O=c1[nH]nc(CNc2ccc(Cl)cc2Cl)c2ccccc12	-2	-13	7	3	3	-2.9	0.0	6	-7
Cc1ccc2cc(C#N)c(N3CCN(C(=O)c4ccccc4)CC3)nc2c1	4	2	-7	-4	0	-14	0.3	4	3
CC(C)(C)c1csc(N/N=C/c2cccnc2)n1	6	1	2	0	0	0.6	0.0	5	8
(more compounds)
SMILES	PME-1 inh	Fam108B inh	MCL1-BIM inh	GLD-1 TGE inh	GRK2 aptamer HTS	MEX-5 binding	Efflux pump mplx	BCLXL inh	VLA-4 inh
COc1ccccc1CNC(=O)c1cccc(S(=O)(=O)N2CCN(c3ccc(F)cc3)CC2)c1	-3	nt	8	7	1	nt	-0.2	2	14
CSCCC(NC(=O)c1ccco1)C(=O)NC1CCC(C)CC1 (stereo not given)	nt	nt	nt	-5	2	nt	0.5	nt	3
O=C(NNC(=O)c1ccccc1Br)c1ccc(SCC2CCCO2)c([N+](=O)[O-])c1 (stereo not given)	5	-1	5	-1	2	-0.6	0.5	0	11
CC(=O)c1cc(CN2C(=O)c3ccccc3C2=O)cs1	0	1	0	1	1	0.7	0.0	-1	19
COc1ccc(-n2c(CNc3ccc(C)cc3)nnc2SCc2ccccc2)cc1	4	1	-12	-5	1	0.7	-0.1	-5	8
CC(C)CN1C(=O)C(=O)N(CC(=O)N(C)CC(=O)Nc2ccc(F)cc2)C1=O	6	nt	1	0	0	nt	-0.1	-2	9
Cc1cccc(Nc2nc(C)cc(C)c2C#N)c1	4	2	-3	3	0	2.0	0.1	4	3
O=C(Cc1c2ccccc2nc2ccccc12)c1ccccc1	-1	-2	4	3	0	0.0	15*	4	0
CC1(c2ccccc2Br)NC(=O)N(CC(=O)N2CCc3ccccc3C2)C1=O (stereo not given)	nt	nt	nt	5	0	nt	-0.1	nt	2
c1ccc(-c2ccccc2OCCOCCN2CCc3ccccc3C2)cc1	4	0	9	4	0	0.4	-0.1	1	8
COc1cccc(S(=O)(=O)NCc2ccc(C(=O)Nc3ccc(Cl)c(Cl)c3)cc2)c1	5	-2	8	3	2	-0.5	0.0	1	4
COc1ccc(CNC(=O)C2CCN(S(=O)(=O)c3ccc4c(c3)C(C)(C)C(=O)N4C)CC2)cc1	-7	3	3	-7	0	-1.1	0.0	2	14
Clc1cncc(Cl)c1N/N=C/c1ccncc1	-2	6	-11	1	6	2.9	0.0	-2	-1
CN(C)/C=C/C(=O)/C=C/c1cn(-c2ncc(C(F)(F)F)cc2Cl)c2ccccc12	-2	-11	-28	-4	0	1.1	0.3	-16	-12
C=CC1CN(CC(=O)OC)S(=O)(=O)c2ccccc21 (stereo not given)	1	1	-4	3	0	1.2	0.0	-1	15

Complete entries, looked up by structure. Order of values: PME-1 inh | Fam108B inh | MCL1-BIM inh | GLD-1 TGE inh | GRK2 aptamer HTS | MEX-5 binding | Efflux pump mplx | BCLXL inh | VLA-4 inh
O=C(COC(=O)c1nc(Cl)ccc1Cl)c1ccc[nH]1 reads 4 | 3 | 6 | -3 | 0 | 0.5 | 0.0 | 5 | 6
CC1(c2ccccc2Br)NC(=O)N(CC(=O)N2CCc3ccccc3C2)C1=O (stereo not given) reads nt | nt | nt | 5 | 0 | nt | -0.1 | nt | 2
CN(C)/C=C/C(=O)/C=C/c1cn(-c2ncc(C(F)(F)F)cc2Cl)c2ccccc12 reads -2 | -11 | -28 | -4 | 0 | 1.1 | 0.3 | -16 | -12
c1ccc(-c2ccccc2OCCOCCN2CCc3ccccc3C2)cc1 reads 4 | 0 | 9 | 4 | 0 | 0.4 | -0.1 | 1 | 8
CCn1c(CSc2nc3ccccc3s2)nnc1SCC(=O)NCC(=O)OC reads -2 | -2 | -5 | -19 | 0 | -1.0 | 0.1 | -14 | 18

Some of the compounds tested (hit frequency here may not be typical).
